# FLuc modulator – counter-screen for miR-21 project: firefly luciferase inhibitors or activators | P08659 | purified FLuc, Km substrates, luminescence inhibition | Potency, µM (series often up to 57.5 µM), inactives show top-dose activity change, negative = inhibition, hits mostly inhibitors | 360,000 compounds, 6.9% hits | AID 588342;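 note: plate controls were vehicle for no effect and reference inhibitor for full effect; nearly all actives have a fitted effect of over 55% in size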
#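 Biochemical qHTS of compounds, final roughly 60 µM downward over six points, against 10 nM purified firefly luciferase using Km concentrations of substrates (10 uM D-luciferin, 10 uM ATP) in Tris acetate pH 7.5 buffer; luminescence output.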
# BRCA1 expr act – increases BRCA1 expression; MCF7-BRCA1-FFLuc reporter, luminescence, 48 h; response scale: scaled: vehicle 0%, 10 µM genistein 100%; 380,000 compounds, 1.1% hits; AID 624202; Potency, µM (top dose mostly 46.1 µM), for the others: at the top dose activation, most hits filed as activators; note: nearly all actives have a fitted effect of over 80% in size; some results filed as inactive show a strong effect at the top dose
#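 Quantitative HTS in MCF7 cells stably reporting BRCA1 expression via firefly luciferase. Compound treatment lasts 48 h at 37 °C in phenol-red free MEM. Activation is expressed relative to genistein at 10 microM and DMSO.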
# uPA generation – blocks generation of uPA at the cell surface | 330,000 compounds, 0.31% hits | cell surface uPA generation assay, qHTS | Potency, µM (top dose mostly 38.3 µM), for the others: at the highest dose activity change, negative = inhibition, hits mostly inhibitors | AID 540303; active = well fitted inhibition curve with a large enough effect; inconclusive = small, poorly fitted or top-dose-only effect; inactive = no such curve, though single readings can be large or run the other way; tested in mouse RAW 264.7 cells; note: % is set by controls: 0 for no effect and ±100 for the full control effect; nearly all actives have a fitted effect of over 55% in size
# ELG1 genotoxic – inducers of genotoxicity in HEK293T ELG1-luciferase cells; HEK293T ELG1-luciferase reporter, luminescence, 16 h; Potency, µM (highest dose often 46 µM), inactives show at the highest dose activity change, positive = activation, hits mostly activators; 330,000 compounds, 1.3% hits; AID 504466; note: % of control where 0% means no effect; nearly all actives have a fitted effect of over 60% in size
#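 DMSO vehicle served as control against compound-treated ELG1-luciferase HEK293T cells; exposure lasted 16 hr at 37 °C and 5% CO2, followed by ONE-Glo luminescence detection after 30 min.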
# p53 reactivator – re-activators of mutant p53; H1299 p53-A138V BP100-luciferase reporter, luminescence, 24 h; Potency, µM (top dose mostly 92.2 µM), inactives show at the highest dose activity change, positive = activation, most hits filed as activators; 320,000 compounds, 0.063% hits; note: % of control where 0% means no effect; nearly all actives have a fitted effect of over 45% in size
#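 p53-null H1299 cells stably carrying temperature-sensitive p53-A138V and a BP100-luciferase reporter were pinned with compounds (4-point, 1:5 series) and held 24 hrs at 37 deg C. Luminescence was read 10 min after detection reagent.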
# RORg inh – inhibitors of mouse ROR gamma transcriptional activity; P51450; Drosophila S2 Gal4-RORgamma UAS-luciferase reporter, 20 h; Potency, µM (titrated, usually from 53.6 µM), for the others: at the highest dose activity change, negative = inhibition, hits mostly inhibitors; 310,000 compounds, 5.4% hits; note: % is set by controls: 0 for no effect and ±100 for the full control effect; nearly all actives have a fitted effect of over 60% in size
# Target sequence (P51450 whole entry, looked up, the tested form may be a part): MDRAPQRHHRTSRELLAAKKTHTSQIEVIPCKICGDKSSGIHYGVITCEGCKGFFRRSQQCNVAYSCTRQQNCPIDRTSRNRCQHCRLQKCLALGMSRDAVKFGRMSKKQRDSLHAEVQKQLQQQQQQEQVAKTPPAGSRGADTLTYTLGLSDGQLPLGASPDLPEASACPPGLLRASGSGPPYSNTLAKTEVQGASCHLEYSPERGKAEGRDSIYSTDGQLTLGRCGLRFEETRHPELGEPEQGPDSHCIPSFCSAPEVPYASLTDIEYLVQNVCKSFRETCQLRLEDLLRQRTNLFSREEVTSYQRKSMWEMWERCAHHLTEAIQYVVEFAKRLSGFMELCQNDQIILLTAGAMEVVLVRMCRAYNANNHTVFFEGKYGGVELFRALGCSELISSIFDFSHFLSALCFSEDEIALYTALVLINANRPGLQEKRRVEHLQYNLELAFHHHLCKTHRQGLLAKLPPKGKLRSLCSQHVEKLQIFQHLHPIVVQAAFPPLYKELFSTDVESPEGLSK
#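 Drosophila S2 cells stably expressing Gal4-DBD/mouse RORγ fusion under metallothionein promoter plus UAS-luciferase; compound 1 h, then 700 uM CuSO4 induction for 20 h at ambient temperature; inhibition read as reduced luminescence.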
# VP16 counter – Gal4-VP16 reporter inhibition counter-screen. Drosophila S2 Gal4-VP16 UAS-luciferase, luminescence, 20 h. Potency, µM (top dose mostly 53.6 µM), without a hit: at the highest dose activity, negative = inhibition, usual class: inhibitors. 310,000 compounds, 3.5% hits. AID 2546;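 note: Gal4-VP16 expression switched on by copper sulfate through the metallothionein promoter; % is set by controls: 0 for no effect and ±100 for the full control effect; nearly all actives have a fitted effect of over 50% in size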
# Rab9 prom act – Rab9 promoter activation. Huh7 Rab9 promoter-luciferase reporter, luminescence, 24 h. Potency, µM (highest dose often 9.22 µM), for the others: at the top dose activation, negative = inhibition, hits mostly activators. 320,000 compounds, 2.8% hits. AID 485297; note: % of control where 0% means no effect; nearly all actives have a fitted effect of over 60% in size
#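 Steps: seed 1500 Huh7 Rab9-luc cells per well, rest 2 h at 37 °C; add compound in DMSO; incubate 24 h; add luciferase reagent, 10 min ambient; read luminescence.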
# NPC1 prom act – activators of NPC1 promoter | Huh7 NPC1 promoter luciferase reporter, 24 h | 320,000 compounds, 2.4% hits | Potency, µM (series often up to 9.22 µM), for inactives: top-dose activation, usual class: activators | AID 485313;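 note: % of control where 0% means no effect; nearly all actives have a fitted effect of over 60% in size; reporter is driven by a mutant NPC1 promoter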
#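 Luminescence read-out of NPC1 promoter-driven luciferase in stably transfected Huh7 cells; compounds delivered in DMSO and left 24 h at 37C, 5% CO2, qHTS titration format.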
# MBNL1-CUG inh – MBNL1-poly(CUG) RNA binding inhibition; TR-FRET MBNL1-His/biotin-(CUG)12 binding, 665/545 ratio; Potency, µM (titrated, usually from 57.5 µM), without a hit: top-dose activity change, negative = inhibition, actives largely listed as inhibitors; 280,000 compounds, 0.036% hits; AID 2675; active = well fitted inhibition curve with a large enough effect in the signal ratio, with a control signal flat, not every such curve was filed as active; inconclusive = small, poorly fitted or top-dose-only effect, or effect the other way, or a change in a side signal; inactive = no such curve, though single readings can be large or run the other way; the % refers to the signal ratio; note: % is set by controls: 0 for no effect and ±100 for the full control effect
# Target sequence (Q9NR56 whole entry, looked up): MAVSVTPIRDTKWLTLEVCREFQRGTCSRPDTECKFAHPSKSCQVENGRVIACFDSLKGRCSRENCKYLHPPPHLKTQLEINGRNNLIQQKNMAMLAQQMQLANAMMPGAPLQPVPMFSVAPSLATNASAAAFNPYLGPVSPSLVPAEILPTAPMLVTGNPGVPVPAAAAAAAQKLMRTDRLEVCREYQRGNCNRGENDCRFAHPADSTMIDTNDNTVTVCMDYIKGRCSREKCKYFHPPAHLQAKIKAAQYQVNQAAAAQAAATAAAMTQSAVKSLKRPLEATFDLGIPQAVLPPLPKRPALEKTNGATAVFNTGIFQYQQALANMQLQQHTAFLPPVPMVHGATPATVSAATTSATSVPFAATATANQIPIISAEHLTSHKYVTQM
#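 Inhibition of protein-RNA binding appears as loss of TR-FRET between terbium anti-His antibody on MBNL1-His and streptavidin-XL665 on biotin-(CUG)12. Activity is normalized to buffer-only and uninhibited-complex controls.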
# * marks the source's active call; other numbers are inactive results; ? = inconclusive; / = no result given; [ ] = dose if it differs, or a comment. Unless noted, calls come from the whole dose curve; as a rule, active = well fitted curve in the direction sought with a large enough effect; inconclusive = small, poorly fitted or top-dose-only effect, or another doubt; inactive = no such curve, though single readings can be large; an effect the other way counts as inactive or inconclusive. Potency is the fitted concentration of half-maximal effect.
# Each structure is followed by: FLuc modulator	BRCA1 expr act	uPA generation	ELG1 genotoxic	p53 reactivator	RORg inh	VP16 counter	Rab9 prom act	NPC1 prom act	MBNL1-CUG inh
- COc1ccc(C(=O)Nc2cccc(-c3ccc4nncn4n3)c2)cc1OC
→ -1.8%	-25.5%	-2.5%	-11.5%	-3.5%	17.2%	-7.6%	1.9%	-6.0%	-1.3%
- CC(C)CC(N=C1NC(C)(C)Cc2ccccc21)C(=O)O (stereo not drawn)
→ 3.4%	2.6%	/	0.6%	5.4%	29.0%	-20.1%	-4.7%	-3.4%	?
- O=C(CS(=O)(=O)c1cn(CC(=O)N2CCOCC2)c2ccccc12)Nc1ccccc1
→ 1.6%	2.9%	5.8%	2.4%	1.6%	3.1%	7.6%	-6.3%	-2.2%	-6.3%
- CCC(Cc1ccccc1)NC(=O)C1=C(C)C(=O)OC12CCC(C)CC2 (stereo not drawn)
→ -2.3%	-16.5%	3.8%	-4.2%	2.4%	-31.4%	-1.9%	-0.8%	-6.4%	-1.2%
- O=C(CN1C(=O)C2C3CCC(C3)C2C1=O)N1CCN(Cc2ccccc2)CC1 (stereo not drawn)
→ -2.6%	1.2%	-0.2%	-4.0%	-2.5%	?	-8.1%	0.3%	0.1%	-15.0%
- COc1cccc(CC(=O)Nc2ncc(C)s2)c1
→ 0.3%	-5.3%	-2.9%	0.6%	2.8%	-15.8%	-13.6%	5.0%	3.4%	0.4%
- O=C(CSc1nnc(-c2ccccc2)n1-c1ccccc1)NCc1ccco1
→ -1.1%	-11.1%	-2.1%	-2.6%	-6.2%	-0.3%	5.6%	-9.1%	12.3%	-0.6%
- CCn1c(C)nnc1SCC(=O)Nc1ccc(C(C)=O)cc1
→ -0.6%	-15.4%	13.6%	6.2%	/	33.0%	-6.7%	1.0%	-11.9%	-3.8%
- Cn1cc(S(=O)(=O)NCc2ccc3c(c2)OCO3)c(C(F)(F)F)n1
→ 5.5%	-3.2%	2.2%	-2.4%	-2.6%	-11.5%	13.1%	-1.4%	-0.5%	3.9%
- Cc1cc(C)c2c(n1)SCC(=O)N2CC(=O)Nc1ccc(Br)c(C)c1
→ -5.2%	-7.3%	2.5%	-1.7%	-10.2%	19.7%	-0.7%	11.6%	-2.4%	2.9%
- CCS(=O)(=O)Nc1ccc(C2=NN(S(=O)(=O)CC)C(c3cccs3)C2)cc1 (stereo not drawn)
→ 2.6%	3.5%	-17.3%	0.0%	-0.3%	12.2%	22.7%	-2.7%	0.4%	6.9%
- OCCC1CN(Cc2cccn2-c2cccnc2)CCN1Cc1ccc(F)cc1 (stereo not drawn)
→ -1.4%	25.7%	-7.9%	-6.6%	-3.6%	-0.7%	17.5%	-4.9%	-2.9%	1.1%
- CCOC(=O)C1CCCN(C(=O)Cn2nc(Cc3cccnc3)c3ccccc3c2=O)C1 (stereo not drawn)
→ 1.0%	-2.9%	-5.5%	-1.9%	-0.8%	-3.5%	3.1%	-6.2%	2.2%	-4.2%
- COc1ccccc1C1CC(c2ccco2)=NN1S(C)(=O)=O (stereo not drawn)
→ -0.2%	0.5%	1.7%	11.4%	3.3%	6.6%	3.6%	8.9%	-1.2%	10.7%
- CSCCC(NC(=O)c1ccc(Cl)cc1)C(=O)OCC(=O)Nc1cc(Cl)ccc1C (stereo not drawn)
→ -15.0%	0.3%	5.1%	2.7%	-6.3%	17.4%	-2.2%	-4.5%	-1.7%	1.2%
- CCc1ccc(-c2nc(CN3CCC(C(=O)N4CCN(c5ccccn5)CC4)CC3)c(C)o2)cc1
→ -14.8%	-5.3%[1.84 µM]	-12.2%	-5.5%	-5.0%	18.9%	13.9%	-14.5%	-9.5%	-4.8%
- O=C1CN(C(=O)COc2ccccc2)c2ccccc2N1
→ -0.5%	1.2%	-0.5%	14.8%	-8.6%	31.3%	-0.8%	0.3%[1.84 µM]	-3.3%	-6.8%
- CCOc1ccc(CCN2C(=O)CCC2(C)C(=O)NC(C)CC)cc1OCC (stereo not drawn)
→ 2.0%	1.6%	-0.5%	2.5%	-14.5%	10.0%	-10.1%	2.3%	0.3%	0.6%
- CCC12CN3CCN(CC(C3)/C1=N\NC(=O)c1ccc(F)cc1)C2
→ -0.8%	37.7%	0.5%	14.1%	0.3%	16.4%	-2.9%	5.6%	-0.5%	0.4%
- Cc1ccc(-c2c[nH]c(=S)n2-c2ccccc2F)cc1
→ -13.4%	-18.6%	-1.6%	-1.0%	-3.4%	1.58µM*	5.01µM*	-2.6%	-1.5%	-6.7%

# In the list so far, these contain four or more nitrogen atoms.
# Each structure is followed by: FLuc modulator	BRCA1 expr act	uPA generation	ELG1 genotoxic	p53 reactivator	RORg inh	VP16 counter	Rab9 prom act	NPC1 prom act	MBNL1-CUG inh
- COc1ccc(C(=O)Nc2cccc(-c3ccc4nncn4n3)c2)cc1OC
→ -1.8%	-25.5%	-2.5%	-11.5%	-3.5%	17.2%	-7.6%	1.9%	-6.0%	-1.3%
- O=C(CSc1nnc(-c2ccccc2)n1-c1ccccc1)NCc1ccco1
→ -1.1%	-11.1%	-2.1%	-2.6%	-6.2%	-0.3%	5.6%	-9.1%	12.3%	-0.6%
- CCn1c(C)nnc1SCC(=O)Nc1ccc(C(C)=O)cc1
→ -0.6%	-15.4%	13.6%	6.2%	/	33.0%	-6.7%	1.0%	-11.9%	-3.8%
- OCCC1CN(Cc2cccn2-c2cccnc2)CCN1Cc1ccc(F)cc1 (stereo not drawn)
→ -1.4%	25.7%	-7.9%	-6.6%	-3.6%	-0.7%	17.5%	-4.9%	-2.9%	1.1%
- CCOC(=O)C1CCCN(C(=O)Cn2nc(Cc3cccnc3)c3ccccc3c2=O)C1 (stereo not drawn)
→ 1.0%	-2.9%	-5.5%	-1.9%	-0.8%	-3.5%	3.1%	-6.2%	2.2%	-4.2%
- CCc1ccc(-c2nc(CN3CCC(C(=O)N4CCN(c5ccccn5)CC4)CC3)c(C)o2)cc1
→ -14.8%	-5.3%[1.84 µM]	-12.2%	-5.5%	-5.0%	18.9%	13.9%	-14.5%	-9.5%	-4.8%
- CCC12CN3CCN(CC(C3)/C1=N\NC(=O)c1ccc(F)cc1)C2
→ -0.8%	37.7%	0.5%	14.1%	0.3%	16.4%	-2.9%	5.6%	-0.5%	0.4%

# A few values from the entries so far:
# NPC1 prom act, `COc1ccccc1C1CC(c2ccco2)=NN1S(C)(=O)=O` (stereo not drawn) → -1.2%
# RORg inh, `Cc1cc(C)c2c(n1)SCC(=O)N2CC(=O)Nc1ccc(Br)c(C)c1` → 19.7%

# High-throughput results from PubChem.
